Bioassay records from PubChem BioAssay.
FUS yeast rescue: qHTS for Suppressors of FUS Proteinopathy: Primary screen using FUS-linked yeast assay. S. cerevisiae FUS-expressing, growth rescue, OD600, 24 h. Potency, µM (top dose mostly 76.6 µM), for inactives: top-dose growth rescue (activation), usual class: activators. 390,000 tested, 0.24% active;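 note: potency is the fitted concentration of half-maximal effect; plate controls were DMSO vehicle for no effect and reference control for full effect; nearly all actives have a fitted effect of over 55% in size; some results filed as inactive show a strong effect at the top dose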
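Steps: raffinose overnight preculture; dilution to OD 0.005 in 2% galactose minimal medium; compound addition (concentration series); 24hr at 30C, 99% humidity; absorbance read at 600 nm.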
WRN inhibitor: qHTS for Inhibitors of WRN Helicase; Bifunctional 3'-5' exonuclease/ATP-dependent helicase WRN (Homo sapiens), Q14191; WRN helicase unwinding, fluorescent forked duplex, kinetic; Potency, µM (titrated, usually from 114 µM), for inactives: at the top dose activity change, negative = inhibition, actives largely listed as inhibitors; 360,000 tested, 0.46% active; note: potency is the fitted concentration of half-maximal effect; % is set by controls: 0 for no effect and ±100 for the full control effect; nearly all actives have a fitted effect of over 55% in size
Target sequence (Q14191 whole entry, looked up): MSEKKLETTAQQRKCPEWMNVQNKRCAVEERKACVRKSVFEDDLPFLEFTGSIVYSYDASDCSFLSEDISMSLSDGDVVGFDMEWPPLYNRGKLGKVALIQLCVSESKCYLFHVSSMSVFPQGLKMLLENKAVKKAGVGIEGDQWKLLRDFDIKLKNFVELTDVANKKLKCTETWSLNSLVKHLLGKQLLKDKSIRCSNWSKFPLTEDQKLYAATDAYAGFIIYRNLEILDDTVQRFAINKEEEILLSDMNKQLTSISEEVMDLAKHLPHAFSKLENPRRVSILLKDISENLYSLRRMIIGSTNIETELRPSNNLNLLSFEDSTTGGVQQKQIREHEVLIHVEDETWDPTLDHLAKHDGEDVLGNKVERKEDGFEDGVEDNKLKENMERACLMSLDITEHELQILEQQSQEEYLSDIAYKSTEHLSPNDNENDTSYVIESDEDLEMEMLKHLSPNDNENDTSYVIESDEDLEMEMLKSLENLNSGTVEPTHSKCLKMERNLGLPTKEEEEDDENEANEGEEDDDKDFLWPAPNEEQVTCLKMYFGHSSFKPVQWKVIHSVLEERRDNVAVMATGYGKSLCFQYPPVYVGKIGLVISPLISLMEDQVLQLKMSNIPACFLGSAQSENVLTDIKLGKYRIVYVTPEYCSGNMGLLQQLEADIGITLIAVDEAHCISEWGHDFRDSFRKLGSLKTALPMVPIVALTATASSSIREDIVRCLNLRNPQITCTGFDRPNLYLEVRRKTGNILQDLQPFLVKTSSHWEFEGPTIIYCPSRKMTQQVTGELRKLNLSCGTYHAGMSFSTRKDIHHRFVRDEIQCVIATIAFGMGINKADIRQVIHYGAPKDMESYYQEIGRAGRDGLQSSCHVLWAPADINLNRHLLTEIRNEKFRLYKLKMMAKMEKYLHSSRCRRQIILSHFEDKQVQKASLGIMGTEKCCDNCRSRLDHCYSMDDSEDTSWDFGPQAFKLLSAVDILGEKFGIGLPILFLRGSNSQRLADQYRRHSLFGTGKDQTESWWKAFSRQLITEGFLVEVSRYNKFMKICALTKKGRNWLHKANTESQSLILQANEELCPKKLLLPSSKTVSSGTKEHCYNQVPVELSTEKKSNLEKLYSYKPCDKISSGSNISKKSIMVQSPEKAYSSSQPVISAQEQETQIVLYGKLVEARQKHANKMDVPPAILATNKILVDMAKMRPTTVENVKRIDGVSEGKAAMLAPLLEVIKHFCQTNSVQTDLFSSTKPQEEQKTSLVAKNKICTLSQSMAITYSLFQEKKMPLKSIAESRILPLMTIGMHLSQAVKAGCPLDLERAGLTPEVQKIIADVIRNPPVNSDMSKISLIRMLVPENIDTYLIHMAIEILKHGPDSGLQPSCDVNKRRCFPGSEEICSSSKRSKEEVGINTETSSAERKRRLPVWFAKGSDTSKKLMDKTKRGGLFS
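Kinetic red-fluorescence monitoring (525/598 nm) tracks WRN helicase activity after 100 nM fluorophore-quencher forked duplex and 2 mM ATP are added to 20 nM enzyme pretreated 15 min at room temperature with compound.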
EPAC1 ag: qHTS for Agonist of cAMP-regulated guanine nucleotide exchange factor 3 (EPAC1): primary screen | EPAC1 agonist qHTS, biochemical assay; response scale: 100% = response to 6.5 mM cAMP | 360,000 tested, 0.073% active | Potency, µM (titrated, usually from 154 µM), for inactives: top-dose activation, most hits filed as activators; note: potency is the fitted concentration of half-maximal effect; nearly all actives have a fitted effect of over 60% in size
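Fluorescent GDP-exchange assay: 100 nM EPAC1 with 250 nM Rap1B preloaded with BODIPY-GDP and 50 uM GDP; compounds tested as concentration series, 5 min at room temperature, then read every 5 min for 30 min (ex 480/em 540 nm); normalized to 6.5 mM cAMP.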
PI5P4Ka inh: qHTS for Inhibitors of phosphatidylinositol 5-phosphate 4-kinase (PI5P4K). max response, %. AID 652105, 2013. PI5P4Kalpha enzyme, ADP-Glo luminescence, 60 min; hits give low values. 330,000 tested, 1.2% active. Phosphatidylinositol 5-phosphate 4-kinase type-2 alpha (Homo sapiens), P48426; active = max response of -50% or lower; inconclusive = between -30% and -50%; inactive = -30% or higher; note: value at the top dose of about 77 µM; % is set by controls: 0 for no effect and ±100 for the full control effect
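Controls without substrate or without enzyme flank wells where PI5P4Kalpha converts substrate using 5 microM ATP (final). Incubation lasts 60 minutes at room temperature; ADP formed is read by ADP-Glo luminescence.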
PLK1 PBD inh: qHTS for Inhibitors of PLK1-PDB (polo-like kinase 1 - polo-box domain): Primary Screen. Potency, µM, for inactives: max response, negative = inhibition, most hits filed as inhibitors. 360,000 tested, 2.8% active. Plk1 PBD binding of FITC phosphopeptide, fluorescence polarization. Serine/threonine-protein kinase PLK1 (Homo sapiens), P53350; note: potency is the fitted concentration of half-maximal effect; series mostly up to about 57 µM; % is set by controls: 0 for no effect and ±100 for the full control effect; nearly all actives have a fitted effect of over 65% in size
IL2 activator: qHTS of IL-2 Activators. IL-2 activation reporter assay, cell-based qHTS; stimulated with anti-CD3/CD4/CD28 beads; in transgenic mouse T cells. 360,000 tested, 0.065% active. activation, % (series mostly up to about 46 µM); in the data active = activation above about 50%; inconclusive = mostly about 30% to 49%; note: 0% is about no effect
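Unstimulated transgenic mouse T cells, 750 per well, received compound and, after 60 minutes, anti-CD3/anti-CD4 bead plus anti-CD28 stimulation. EGFP and DsRed were quantified after 18 hours.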
Abeta yeast res: qHTS for compounds that reverse cellular toxicity of Amyloid beta (A-beta) peptide in yeast: Primary Screen. yeast expressing A-beta42, growth rescue, OD600, 48 h; response scale: 0% DMSO, 100% iron-clioquinol control. 410,000 tested, 0.063% active. Potency, µM (doses to about 46.1 µM), without a hit: at the top dose growth rescue, most hits filed as activators; note: potency is the fitted concentration of half-maximal effect; nearly all actives have a fitted effect of over 55% in size
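Yeast A-beta toxicity model in growth medium with pinned compounds, 48 h at 30 C; growth read as absorbance at 600 nm. Normalized to FeCl3/clioquinol equimolar mix (positive) and DMSO (negative).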
EPAC1 antag: qHTS for Antagonist of cAMP-regulated guanine nucleotide exchange factor 3 (EPAC1): primary screen | EPAC1 GEF assay, Rap1b-BODIPY-GDP exchange fluorescence | Potency, µM (doses to about 115 µM), inactives show at the highest dose activity change, negative = inhibition, actives largely listed as inhibitors | 360,000 tested, 0.14% active;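 note: potency is the fitted concentration of half-maximal effect; plate controls were vehicle for no effect and positive control for full effect; nearly all actives have a fitted effect of over 50% in size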
* = called active by the depositor; ? = inconclusive; . = no result given; & = joins results of further samples; [ ] = remark or other dose. Unless noted, calls come from the whole dose curve; as a rule, active = well fitted curve in the direction sought with a large enough effect; inconclusive = small, poorly fitted or top-dose-only effect, or another doubt; inactive = no such curve, though single readings can be large; an effect the other way counts as inactive or inconclusive.

SMILES	FUS yeast rescue	WRN inhibitor	EPAC1 ag	PI5P4Ka inh	PLK1 PBD inh	IL2 activator	Abeta yeast res	EPAC1 antag
CCc1[nH]nc2c1C(c1ccc(C)o1)C(C#N)=C(N)O2 (stereo not drawn)	-3%	-14%	9%	1	-19%	-0.6	-7%	-5%
COc1ccc(/C=C/C=N/NC(=O)COc2ccc(OC)cc2)cc1	.	-20%	5%	1	-13%	-3.0	4%	-4%
CN(Cc1cccc(C(F)(F)F)c1)Cc1nc(-c2cnccn2)no1	-27%	-2%	0%	-2	-21%	-3.5	11%	1%
COc1cccc(NC(=O)c2ccc3c(c2)N(CC(=O)N2CCOCC2)C(=O)C(C)(C)O3)c1	18%	2%	7%	-1	-9%	0.0	3%	-6%
O=[N+]([O-])c1cccc(COc2ccccc2CN2CCCCC2)c1	-20%	-3%	8%	-1	-7%	-0.1	5%	-1%
O=C(COC(=O)CSc1nnc(-c2ccc(Cl)cc2)o1)Nc1cc(Cl)cc(Cl)c1	21%	?	12%	29	-24%	-3.1	13%	-7%
COc1ccc(CC2(CO)CCN(Cc3cnn(C)c3C)CC2)cc1	-58%	1%	2%	5	4%	3.1	-3%	-4%
Cc1cc(=O)n2[nH]c(=O)c(N=Nc3ccccc3)c2[nH]1	9%	-16%	-12%	-19	-5%	0.1	-5%	6%
Cc1cc(-c2ccc(C)c(S(=O)(=O)NCc3ccc(OC(C)C)cc3)c2)on1	1%	-3%[57.1 µM]	-2%	8	-20%	4.1	-12%	-10%
Cc1ccc(-n2c([C@@H]3C[C@H]3c3ccccc3)n[nH]c2=S)cc1	.	2%	-3%	1	1%	0.8	9%	6%
C=CCN1C(=O)CC(C(=O)NC)SC1=Nc1ccc(C(=O)OCC)cc1 (stereo not drawn)	18%	1%	-7%	8	-4%	0.1	4%	-11%
CN(C)c1ccc(P(=O)(OC2CCCCC2)C(O)c2ccccn2)cc1 (stereo not drawn)	-4%	1%	3%	3	-8%	0.7	9%	-1%
CC(C)OC(=O)Cn1nnc2c(cnn2-c2ccccc2)c1=O	1%	-5%	-10%	0	4%	-0.3	-6%	5%
Cc1nnc(SCC(=O)Nc2cccc(N)c2)n1-c1ccccc1	44%	-1%	1%	-17	27µM*	0.7	19%	-6%
CC1NC(C)(C)Cc2c1ccc1ccccc21 (stereo not drawn)	8%	-9%	-8%	-2	6%	-2.8	-8%	6%
O=C(c1ccc(Cl)cc1)N1CCN(C(=O)C2CCCCC2)CC1	9%	-4%	-5%	-1	-2%	-0.5	11%	-9%
COc1ccccc1CNC(=O)c1ccc(S(=O)(=O)N(C)C)cc1	-2%	-4%	2%	.	-5%	2.6	7%	-13%
Cc1ccc(-c2noc(CCC(=O)NCc3ccc4c(c3)OCO4)n2)cc1	-9%	4%	-9%	-8	2%	0.8	-2%	8%
S=C(Nc1ccc(Nc2ccccc2)cc1)NC1CCCCCC1	32%	-1%	4%	-2	?	-1.8	?	-19%
CCOc1ccc(N(C(=O)Nc2ccccc2)C2=NCCC2)cc1	-4%	-7%	15%	.	1%	0.2	12%	12%
CCn1c(=O)n(CC)c2cc(N3CCCC3)c(NC(=O)c3ccccc3)cc21	16%	4%	-11%	2	-2%	-3.1	-16%	4%
COc1cc(/C=N/NC(=S)Nc2cccnc2)cc(OC)c1OC	-8%	-4%	-1%	1	-11%	-1.0	5%	6%
CCN(c1ccc(NC(=O)COC(=O)c2ccc3ccccc3n2)cc1)C(C)C	18%	-7%	15%	.	-11%	-2.2	3%	-5%
CN(C)S(=O)(=O)c1ccc(F)c(C(=O)Nc2ccccc2C(=O)NC2CC2)c1	.	0%	7%	-6	3%	-0.4	5%	-6%
CCOC(=O)C1=C(CS(=O)(=O)c2ccc(F)cc2)NC(=O)NC1c1ccc(O)c(O)c1 (stereo not drawn)	-19%	-5%[11.6 µM]	2%	5	-12%	-1.1	-4%	-16%

Arranged by SMILES length (low to high): part of the list above
SMILES	FUS yeast rescue	WRN inhibitor	EPAC1 ag	PI5P4Ka inh	PLK1 PBD inh	IL2 activator	Abeta yeast res	EPAC1 antag
CCOc1ccc(N(C(=O)Nc2ccccc2)C2=NCCC2)cc1	-4%	-7%	15%	.	1%	0.2	12%	12%
COc1ccc(CC2(CO)CCN(Cc3cnn(C)c3C)CC2)cc1	-58%	1%	2%	5	4%	3.1	-3%	-4%
CCN(c1ccc(NC(=O)COC(=O)c2ccc3ccccc3n2)cc1)C(C)C	18%	-7%	15%	.	-11%	-2.2	3%	-5%
O=C(COC(=O)CSc1nnc(-c2ccc(Cl)cc2)o1)Nc1cc(Cl)cc(Cl)c1	21%	?	12%	29	-24%	-3.1	13%	-7%

Other results:
SMILES	FUS yeast rescue	WRN inhibitor	EPAC1 ag	PI5P4Ka inh	PLK1 PBD inh	IL2 activator	Abeta yeast res	EPAC1 antag
COc1ccccc1/C=C1\SC(=S)N(CCC(=O)Nc2nnc(C)s2)C1=O	-14%	6%[57.1 µM]	0%	3	-9%	-1.2	-15%	-2%
COc1ccccc1NC(=O)CSc1nnnn1-c1ccc(C)cc1	18%	1%	30%	.	-1%	-0.3	8%	0%
COc1cccc(CCN2CCC(CNS(=O)(=O)c3cc(-c4cc(C)no4)ccc3OC)CC2)c1	17%	2%[57.1 µM]	10%	-2	-17%	3.7	7%	-1%
O=C(NCC1CCCCC1)c1cc2ccccc2cc1O	0%	-1%	5%	5	-14%	-3.7	4%	-24%
Cc1cccc(NC(=O)CSc2nnc(-c3ccco3)c(-c3ccco3)n2)c1C	?	32µM*	9%	-77*	15µM*	-0.5	27%	?
O=C(CNS(=O)(=O)c1c(F)cc(F)cc1Br)OCC(=O)N1CCCC1=O	2%	-28%	-2%	-3	-18%	0.3	-7%	1%
CN(C)C(=O)[C@@H]1C[C@H]1[C@@H](NC(=O)OCc1ccccc1)c1ccccc1	-6%	7%	5%	2	-7%	-0.3	1%	0%
COc1ccccc1N1CCN(C(=O)c2cc(C)on2)CC1	20%	0%	0%	-1	-4%	-0.1	0%	-6%
O=C(Nc1nc(-c2ccccc2)cs1)C1CCCN(S(=O)(=O)c2cccc([N+](=O)[O-])c2)C1 (stereo not drawn)	14%	-9%	8%	-2	-9%	2.5	10%	-9%
CCCCN1C(=O)C(=O)N(CC(=O)N2CCc3ccccc32)C1=O	.	-9%	-4%	-8	18%	-1.6	0%	-5%
CC[C@]12c3[nH]c4ccc(OC)cc4c3CCN1C(=O)C(CC(=O)NCC13CC4CC(CC(C4)C1)C3)C[C@@H]2C(=O)N1CCN(C(=O)c2ccco2)CC1 (stereo partly drawn)	?	-10%	-2%	-5	-17%	-0.8	-15%	-5%
O=C(O)c1ccccc1NC(=O)N1CCOCC1	-9%	-18%	-4%	0	0%	-3.9	-13%	1%
COc1cccc(OC)c1OCCCCN1CCCCC1	-12%	14%	0%	-5	5%	-0.3	10%	9%
CCOC(=O)Cn1c(=O)oc2cc(S(=O)(=O)NC(C)c3ccccc3)ccc21 (stereo not drawn)	-7%&4%	-3%	-5%	-5	-2%	-3.7	-10%&-5%	1%
CC1CN(C(=O)COC(=O)c2cnc(Cl)c(Cl)c2)CC(C)O1 (stereo not drawn)	.	-16%	-7%	-1	-6%	1.4	20%	0%
Cc1ccc(NC2OC(CO)C(O)C(O)C2O)cc1 (stereo not drawn)	-35%	1%	-5%	.	2%	0.8	-7%	13%
CC(C)C(C(=O)NC1CCCC1)N1CCN(c2ncccc2C#N)CC1 (stereo not drawn)	-9%	1%	11%	0	-23%	0.9	-10%	-8%
CC(C)OC(=O)CSc1nnc(C2CCCCC2)n1N	6%	4%	-4%	-1	-27%	0.5	-1%	2%
COc1ccc(CNC(=O)CN2C(=O)c3ccccc3S2(=O)=O)cc1	10%	-18%	-1%	-22	27µM*	2.4	-5%	-6%
CCC(=O)NC(=Nc1nc2ccccc2s1)NC(=O)CC	3%	-8%	8%	10	-6%	0.7	4%	-14%
CC(C)(C)Cc1c(-c2ccc(Br)cc2)nc2ccc(Br)cn12	-22%	-6%	-9%	3	-7%	-1.6	2%	-8%
O=C(CCSCc1cccc(F)c1)NCc1ccc(F)cc1	-14%	-4%	-3%	-24	7.5µM*	-0.8	6%	2%
COc1cccc(CN2CC(C(=O)NC3CCC3)CCC2=O)c1 (stereo not drawn)	13%	-15%	3%	-4	?	0.6	-3%	-15%
CCNC(=S)N1CCn2cccc2C1c1ccc(F)cc1 (stereo not drawn)	22%	0%	-5%	2	-5%	-1.1	11%	-26%
O=C(N1CCOCC1)N1CCN(S(=O)(=O)c2ccc(Cl)cc2)CC1	-6%	5%	-2%	-4	-1%	-0.8	-4%	-3%

(further entries)
SMILES	FUS yeast rescue	WRN inhibitor	EPAC1 ag	PI5P4Ka inh	PLK1 PBD inh	IL2 activator	Abeta yeast res	EPAC1 antag
CCN(CC)c1ccc(S(=O)(=O)N2CCOCC2)cc1NC(=O)COC(=O)/C=C/c1ccc(O)c(OC)c1	.	-5%	0%	4	9%	-2.4	2%	-1%
CC(=O)Nc1ccc(S(=O)(=O)NCC(=O)OCC(=O)NCc2ccc3c(c2)OCO3)cc1	8%	-4%	-1%	2	4%	-0.9	-19%	1%
O=C(CSC1CN(C(c2ccccc2)c2ccccc2)C1)N/N=C/c1ccccc1	6%	-15%	1%	9	-2%	-1.3	-3%	-23%
COC(/C=C/Nc1ccc(C)cc1)=C(C#N)C#N	-6%	-4%	-1%	.	-1%	-1.2	-1%	3%
CCCCc1nc(NCCNC(=O)c2ccco2)c(C#N)c2c1CSC(C)(C)C2	?	?	16%	.	-24%	-3.6	-13%	-30%
Cc1ccccc1NC(=O)Cc1nnc(SCC(=O)NC2CCCCC2)n1C	14%	4%	10%	5	-14%	0.1	2%	-11%
CC12CCC(C(=O)N3CCCc4ccccc43)(CC1=O)C2(C)C (stereo not drawn)	12%	3%	12%	.	-6%	-1.5	-5%	-2%
O=C(NNc1nc2cc3c(cc2s1)OCO3)c1cccc(F)c1	20%	-2%	-18%	-7	-2%	0.6	5%	-7%
Cn1c(SC/C=C/c2ccccc2)nnc1-c1ccco1	0%	5%	-2%	3	-12%	0.0	-25%	12%

Compounds were not picked by outcome; any-hit rate near 4.1%.
